# IEC-6 cytotox: kills IEC-6 intestinal cells in KLF5 counter-screen; IEC-6 cytotoxicity, luminescence viability; inhibition, % at 5 µM; 0.78% of 290,000 active; in the data active = inhibition above about 22%;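 note: 0% = plate median of test compound wells and 100% = cytotoxic reference compound wells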
# HSF-1 act: increases HSF-1 driven luciferase reporter signal; NIH3T3-HGL HSF-1 luciferase reporter, MG132, 8 h; 100% = twice DMSO control signal; activation, % at 9 µM; 1.7% of 300,000 active; AID 504408;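 active = mean replicate activation of at least 50% with a set share of replicates each reaching 50%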;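 note: 0% = median of the neutral control wells and 100% = twice that signal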
# GSK3A inh: human GSK-3 alpha kinase inhibition. 0.1% of 320,000 active. P49840. inhibition, % at 10 µM. AID 2650. ADP-Glo luminescence, 60 min;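 in the data active = inhibition above about 50%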;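 note: GST-tagged GSK-3 alpha with peptide substrate and 25 µM ATP; 0% = DMSO neutral wells and 100% = GW8510 positive control wells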
# Target sequence (P49840 whole entry, looked up): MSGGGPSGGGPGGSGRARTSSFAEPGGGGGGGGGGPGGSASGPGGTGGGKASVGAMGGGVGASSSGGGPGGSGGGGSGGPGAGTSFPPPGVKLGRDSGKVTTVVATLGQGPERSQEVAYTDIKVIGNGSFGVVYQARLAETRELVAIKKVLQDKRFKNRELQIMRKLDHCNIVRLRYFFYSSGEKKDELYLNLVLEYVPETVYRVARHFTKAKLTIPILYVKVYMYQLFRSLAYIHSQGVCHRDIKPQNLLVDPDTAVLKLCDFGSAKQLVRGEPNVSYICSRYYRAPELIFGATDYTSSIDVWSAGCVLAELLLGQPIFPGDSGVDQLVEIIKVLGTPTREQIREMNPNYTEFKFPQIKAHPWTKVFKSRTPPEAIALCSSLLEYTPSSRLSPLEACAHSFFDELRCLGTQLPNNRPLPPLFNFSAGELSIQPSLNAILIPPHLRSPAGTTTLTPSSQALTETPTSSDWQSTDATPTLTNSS
# HSP90 refold inh: HSP90 refolding inhibition in rabbit reticulocyte lysate; luciferase refolding luminescence, 3 h; inhibition, % at 5.6 µM; 0.91% of 290,000 active; AID 1789;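 active = inhibition above the screen-wide mean plus 3 SD, computed separately per campaign, cut at about 16% in these data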;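 note: 0% = DMSO wells and 100% = 60 µM geldanamycin wells; inhibitors lower the luminescence because luciferase stays unfolded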
# HSF1 inhib: HSF1 inhibition. NIH3T3-HGL HSE-luciferase, MG132-induced, luminescence 8 h; stronger effect = lower value. activity change, negative = inhibition, % at 7.5 µM (by protocol). 0.77% of 300,000 active;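 active = more than half of replicate wells show activity change below -50%, luminescence cut by over half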;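 note: luciferase reports HSF-1 transcriptional activity via heat shock element; 0% = median of DMSO wells and -100% = zero luminescence signal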
# KLF5 inhibitor: kruppel-like factor 5 inhibition | inhibition, % at 5 µM | DLD-1 KLF5 promoter-luciferase reporter, luminescence | 0.23% of 290,000 active;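 active = inhibition above a per-plate limit of that plate's mean compound inhibition plus 3 SD, cut at about 60% in these data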;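 note: 0% = DMSO wells and 100% = LY294002 at 200 µM; higher means less KLF5 promoter-driven luciferase light; inactives centre near -14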
# GSK3beta inhib: inhibitors of human GSK3beta kinase; activity score (negative = inhibition), % at 10 µM; 0.038% of 300,000 active; GST-GSK3beta kinase, ADP-Glo luminescence, 60 min; stronger effect = lower value; P49841;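 active = more than half of replicate wells score below -50%, meaning over 50% inhibition versus plate controls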;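 note: 0% = median DMSO wells and -100% = median GW8510 positive control wells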
# Target sequence (P49841 whole entry, looked up): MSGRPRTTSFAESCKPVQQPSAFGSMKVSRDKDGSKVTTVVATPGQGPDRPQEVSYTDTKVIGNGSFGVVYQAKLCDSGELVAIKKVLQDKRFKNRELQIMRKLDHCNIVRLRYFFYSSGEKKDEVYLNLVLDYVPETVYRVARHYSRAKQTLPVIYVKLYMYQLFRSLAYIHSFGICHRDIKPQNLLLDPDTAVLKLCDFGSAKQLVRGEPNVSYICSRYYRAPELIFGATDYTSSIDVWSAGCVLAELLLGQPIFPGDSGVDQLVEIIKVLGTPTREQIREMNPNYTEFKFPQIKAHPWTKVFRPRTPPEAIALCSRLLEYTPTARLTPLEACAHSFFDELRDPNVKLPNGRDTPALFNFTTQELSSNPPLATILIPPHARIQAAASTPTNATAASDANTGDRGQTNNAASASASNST
#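 Test system – GST-tagged human GSK3beta kinase, cell-free · Incubation – 60 min enzyme reaction, room temperature · Signal – ADP-Glo luminescence · Also added – peptide substrate and ATP at 25 µM · Controls – DMSO neutral wells and GW8510 at 20 µM as positive · Buffer or medium – Tris/MgCl2 kinase buffer · Measure – Luminescence-derived activity versus plate DMSO and GW8510 wells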
# AI-2 QS mod: Vibrio harveyi AI-2 quorum sensing modulation | Vibrio harveyi JMH597 AI-2 luminescence/OD600 ratio, 9 h; stronger effect = lower value; strain lacks LuxN and CqsS sensors; 0 = neutral-control median | activity change, % at 7.5 µM | 0.4% of 300,000 active | AID 2094; in the data active = activity change below about -75%, passing the limit was not always enough;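 note: luminescence divided by OD600 gain over 9 h not by final OD600 alone; inactives centre near 13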
# HIF activator: HIF pathway transcriptional activation; AID 1910; U2OS HRE-luciferase reporter, luminescence; normalized: DMSO 0%, desferrioxamine 100%; activation, % at 7.5 µM (by protocol); 0.32% of 300,000 active;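 active = mean activation of at least 10% of the iron chelator positive control signal, with at least half of replicates also reaching 10%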
# aSyn UTR inh: MLPCN primary screen, SNCA 5' untranslated region | alpha-synuclein 5'UTR reporter, inhibitor activity | inhibition, % (tested at 7.5 µM) | 0.82% of 300,000 active | AID 1813; in the data active = inhibition above about 60%;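 note: H4 neuroglioblastoma cells stably carrying SNCA 5'UTR luciferase fusion; 0% = DMSO wells and 100% = positive control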
# Numbers without * were called inactive; / = no result given. Compounds as they come; overall some 4.7% were active at least once.
SMILES,IEC-6 cytotox,HSF-1 act,GSK3A inh,HSP90 refold inh,HSF1 inhib,KLF5 inhibitor,GSK3beta inhib,AI-2 QS mod,HIF activator,aSyn UTR inh
Cc1c2c(nc3nc4ccccc4n13)CCCC2=O,-5,17,/,0,2,-12,0,18,0.2,-1
Cc1ccccc1N1CCN(C(=O)C2CCCCC2)CC1,-12,5,-1,0,-11,-19,3,10,-0.5,-20
COc1ccc(C2=NS(=O)(=O)N(C)C(C(=O)NCc3ccc4c(c3)OCO4)=C2)cc1,-2,-1,-3,-5,-4,-20,3,35,0.1,14
Cc1cccc2cc3c(N)c(C(=O)N4CCOCC4)sc3nc12,2,81*,4,1,36,-11,4,16,2.6,6
CCC1(C)NC(=O)N(/N=C/c2cc(OC)c(O)c(OC)c2)C1=O (stereo unspecified),-3,/,-3,-4,/,25,-1,12,/,/
COc1ccc(-c2[nH]ncc2CN(C)Cc2cnccn2)c(OC)c1,-1,-5,-3,4,0,-16,2,2,-1.0,22
Cc1noc(C)c1CCC(=O)NC1CCCN(Cc2ccc(Cl)cc2)C1 (stereo unspecified),-1,-13,5,-2,-1,-3,8,22,-0.3,-4
C1CCN(c2nc(N3CCCC3)nc(N3CCNCC3)n2)C1,1,-4,/,4,-6,-3,-4,4,0.2,-19
COc1ccc(OCC(=O)N2N=C(C(F)F)CC2(O)C(F)F)cc1 (stereo unspecified),5,-10,-3,-6,-3,8,1,17,-0.2,-18
COc1ccc(-c2coc3cc(OC)cc(OC)c3c2=O)cc1,7,26,-1,3,18,-62,-3,7,2.5,-166
Cc1ccc(CSc2nnc(CNc3ccc(F)cc3)o2)cc1,-9,-5,1,0,5,-36,1,-4,-1.3,6
CCOc1cc(/C=C2/C(=O)ON=C2C)ccc1OCc1ccccc1,2,-5,0,1,3,-7,4,32,0.0,-1
CC(C)(C)c1cc(NC(=O)NN2CCOCC2)nn1-c1c(Cl)cc(Cl)cc1Cl,1,6,-3,4,3,-17,0,15,0.2,9
COc1cccc(C(=O)NNC(=O)c2ccccc2Br)c1,8,8,-2,1,2,-20,4,23,0.2,20
CCCCn1c(-c2ccc([N+](=O)[O-])cc2)n[nH]c1=S,0,-7,0,-1,-6,-6,0,1,-0.2,5
OCc1nc2c(ccc3ccccc32)[nH]1,1,-4,0,0,2,-27,2,3,-0.6,-4
Cc1cc(C(=O)CSc2ccc(Cl)cc2)cc(C)c1OC(=S)N(C)C,-4,5,-2,13,0,-62,5,19,3.0,-179
Cc1cc(=O)oc2cc(NC(=O)Cc3ccccc3[N+](=O)[O-])ccc12,11,24,0,4,19,-37,/,/,1.5,-27
Cc1cc(C)nc(N2CCC(C(=O)NCc3ccco3)CC2)n1,-2,24,1,5,-8,-4,-4,4,-0.4,10
O=C1CC2c3ccccc3C1C1C(=O)N(Cc3ccccc3)C(=O)C21 (stereo unspecified),-1,20,-2,-4,8,-8,/,/,0.3,9
CC1(c2nnc(-c3ccc(F)cc3)o2)CC(c2c(Cl)cccc2Cl)=NO1 (stereo unspecified),/,-22,-2,/,-1,/,2,4,-0.8,-4
O=C(COC(=O)c1ccc2c(c1)S(=O)(=O)N=C1CCCCCN12)NCc1cccs1,0,5,-4,10,-6,8,2,22,-1.1,-6
CCC1SC2=NCCN2C1(O)c1ccc(Cl)cc1 (stereo unspecified),1,0,-2,-1,-10,4,1,33,1.8,25
CCCCn1c(=O)[nH]c(=O)c2c1nc(-c1ccsc1)n2Cc1ccccc1,2,38,0,3,25,-20,1,8,-0.5,26
COc1ccc(C2(C)NC(=O)N(CC(=O)Nc3c(C)n(C)n(-c4ccccc4)c3=O)C2=O)cc1 (stereo unspecified),/,-1,-5,/,2,/,6,5,0.1,-1
O=C(NNc1ccc([N+](=O)[O-])cc1)C1CC2CCCC(C1)C2=O (stereo unspecified),0,32,/,1,5,17,-1,2,-0.2,-4
O=C(NCc1ccncc1)c1cc(S(=O)(=O)N2CCOCC2)c(Cl)cc1Cl,/,-13,0,/,-4,/,0,27,0.0,-25
C[N+]1([O-])[C@@H]2Cc3cc4c(cc3[C@@H]1Cc1cc3c(cc12)OCO3)OCO4 (stereo partly specified),/,2,0,/,2,/,0,25,0.2,-21
Cc1ccnc(NS(=O)(=O)c2ccc(NC(=O)c3ccc(S(=O)(=O)N4CC(C)OC(C)C4)cc3)cc2)n1 (stereo unspecified),0,9,-3,-4,-1,-19,1,10,-1.0,2
C=CCn1c(-c2ccoc2C)n[nH]c1=S,-8,-11,1,-4,-9,-24,2,18,0.1,34
c1ccc(Nc2nc(N3CCOCC3)nc(N3CCOCC3)n2)cc1,8,-23,1,1,-18,-21,-6,-11,-0.3,26
COc1cccc(C(C)N(C)Cc2nc(COc3ccccc3)no2)c1 (stereo unspecified),-1,-5,-2,-4,-2,-29,3,-2,0.8,-16
Cc1ccccc1NC(=S)NNc1ncc(C(F)(F)F)cc1Cl,1,-3,-1,2,-2,-35,1,8,0.3,-9
Nc1nnc(CC(=O)N/N=C\c2ccc(-c3cccc(Cl)c3)o2)s1,0,1,10,0,-9,5,-14,16,-0.2,-8
CCOCC(=O)Nc1cc(Cl)c(OC)cc1OC,2,3,-1,3,5,-3,2,13,-0.3,-9
Cc1ccccc1NC(=O)c1ccc2c(c1)OCCO2,5,-73,0,2,-65*,-69,2,9,1.8,-157
CC(SCc1ccccc1)C(=O)Nc1ccccc1Br (stereo unspecified),-1,32,-4,-2,4,-40,1,13,-23,-56
CCC(C)(C(=O)NC1CCCCC1)N(CC1CCCO1)C(=O)CNC(=O)c1ccccc1 (stereo unspecified),-1,18,-2,0,-2,-10,2,15,0.1,-4
CC(=O)Nc1cccc(-c2csc(NCc3ccccc3)n2)c1,-6,6,7,-2,4,-29,-1,-35,-10,-47
CCC/C(O)=C1\C(=O)CCCC1=NCCCCCC(=O)O,-6,-11,0,-4,-5,-17,2,23,0.0,16

# Record cards (already shown):
# Cc1ccccc1NC(=S)NNc1ncc(C(F)(F)F)cc1Cl is listed with IEC-6 cytotox = 1; HSF-1 act = -3; GSK3A inh = -1; HSP90 refold inh = 2; HSF1 inhib = -2; KLF5 inhibitor = -35; GSK3beta inhib = 1; AI-2 QS mod = 8; HIF activator = 0.3; aSyn UTR inh = -9
# CCC(C)(C(=O)NC1CCCCC1)N(CC1CCCO1)C(=O)CNC(=O)c1ccccc1 (stereo unspecified) is listed with IEC-6 cytotox = -1; HSF-1 act = 18; GSK3A inh = -2; HSP90 refold inh = 0; HSF1 inhib = -2; KLF5 inhibitor = -10; GSK3beta inhib = 2; AI-2 QS mod = 15; HIF activator = 0.1; aSyn UTR inh = -4

# Next results:
SMILES,IEC-6 cytotox,HSF-1 act,GSK3A inh,HSP90 refold inh,HSF1 inhib,KLF5 inhibitor,GSK3beta inhib,AI-2 QS mod,HIF activator,aSyn UTR inh
C[C@H](NC(=O)NCc1cccs1)C(=O)O,-1,-14,-2,-1,-2,-6,0,28,0.1,-24
COc1ccc(N2CCN(C(=O)CN3C(=O)COc4ccccc43)CC2)cc1,6,10,-2,3,-4,-48,-1,2,-0.1,8
CCOc1cc(C2NC(=O)NC2=O)ccc1O (stereo unspecified),2,2,1,2,3,-34,0,13,0.4,1
CC(=O)Nc1ccc(NC(=O)c2ccc(NS(=O)(=O)c3cc(C(C)(C)C)ccc3C)cc2)cc1,2,18,0,-1,6,-25,-1,8,0.2,-4
CCCNC(=S)Nc1c(C)n(C)n(-c2ccccc2)c1=O,-4,45,0,-4,22,-20,0,17,-0.8,-22
N#CCC(=O)NNc1c([N+](=O)[O-])cc(C(F)(F)F)cc1[N+](=O)[O-],-2,-3,2,-1,12,-21,-3,-3,-0.8,50
COc1ccc(S(=O)(=O)NC(CCSC)C(=O)NC2CCCCC2)cc1 (stereo unspecified),5,10,-2,8,-2,4,2,26,-0.3,1
CCOC(=O)N1CCN(C(=O)CN(c2ccc3c(c2)OCO3)S(C)(=O)=O)CC1,1,-4,-4,4,-3,1,2,16,-0.3,15
CCN(CC)CCNC(=O)CCCCCn1c(=O)[nH]c2cc(C(=O)OC)ccc2c1=O,-3,9,-1,0,-8,-30,0,7,0.2,6
Cc1cc(C)nc(SCCN2CCOCC2)n1,-7,6,0,7,-2,-13,3,8,-0.3,8
Cc1nc2sc(C(c3ccc(Cl)cc3)N3CCOCC3)c(O)n2n1 (stereo unspecified),3,-8,-1,3,-2,-37,-1,20,-1.2,7
Cc1[nH]c2ccc(Br)cc2c(=O)c1CN1CCCCCC1,-3,5,1,-1,-4,-23,-3,17,-0.7,-8
Cc1ccc(C(=O)NC(=S)NCc2ccco2)cc1,0,25,-3,-10,13,-67,1,9,0.4,-54
CC(=O)C1=C(c2ccccc2)NC(=O)NC1c1ccc2c(c1)OCO2 (stereo unspecified),-6,-3,-2,-5,2,-28,-1,2,-2.8,7
COCc1c(C(=O)N2CCN(c3ccc(C(F)(F)F)cn3)CC2)oc2ccccc12,5,13,0,-7,-1,6,2,10,-0.4,8
CCc1ccccc1N1CSC2=C(C#N)C(c3cc(OC)c(OC)cc3OC)CC(=O)N2C1 (stereo unspecified),-6,11,6,0,3,3,-2,8,0.4,-15
NC(=O)CNC(=O)[C@@H]1CC2(CC(c3ccc(Cl)cc3)=NO2)CN1C(=O)c1ccc(Br)cc1 (stereo partly specified),-6,14,/,-4,5,13,-3,22,-2.7,15
Cc1cn2c(=O)c(C(=O)N3CCN(c4ccccc4Cl)CC3)cnc2s1,/,-2,-1,/,-4,/,1,7,1.5,3
COc1ccc2cc(C(=O)N3CCN(Cc4ccc5c(c4)OCO5)CC3)[nH]c2c1,2,20,-1,-2,7,-16,-1,3,-0.2,12
O=C1CCCc2c1[nH]c1ccc(CN3CCCCC3)cc21,17,9,0,9,-1,10,-24,11,0.0,-6
O=C(NCc1ccc(N2CCCC2=O)cc1)C1CCC(=O)N(Cc2ccccc2F)C1 (stereo unspecified),-6,0,-2,-2,1,-32,5,29,0.1,5
Cc1nn(-c2ccc(Cl)cc2Cl)c(=O)c2ccccc12,-11,2,0,-5,-7,-14,0,9,-0.4,-4
Cc1c(-c2ccco2)[n+](=O)c2c(n1[O-])CCCCC2,-2,-10,1,0,-1,-8,1,23,1.0,20
Cc1ccc(-c2csc3nc4cc(C(N)=O)ccc4c(=O)n23)cc1,/,4,-1,/,2,/,1,18,0.4,-37
CCCCNC(=S)Nc1ccc(OC)nc1,3,65*,1,-4,23,-7,0,13,2.6,-9
CC(NCC(c1ccco1)N1CCCCC1)C(=O)NC1CCCC1 (stereo unspecified),6,5,-1,2,-6,-2,2,7,-0.5,11
O=C(c1ccc(-c2ccccc2Cl)s1)N1CCOCC1,/,33,4,/,24,/,1,27,7.4,-56
CC(C)(C)C1=Nn2c(nnc2-c2n[nH]c3c2CCC3)SC1,-2,/,6,-2,/,-44,/,/,/,/
COc1ccc(NC(=O)/C(C#N)=C/c2ccc(Sc3nncn3C)c([N+](=O)[O-])c2)cc1,-1,-9,-1,2,8,-6,2,15,-5.1,-61
Cc1ccc(S(=O)(=O)N2CCC(C(=O)NNC(=O)C3CC3)CC2)cc1Cl,-3,-5,2,-1,1,-22,-2,24,-0.9,17
COc1cccc(-c2nc(=S)c3c(o2)CCCC3)c1,15,22,-4,0,16,-9,4,8,2.1,-118
